# Screens (PubChem BioAssay)
# CHT block: inhibitors of human choline transporter CHT. B-score at 10 µM. actives 0.86% (n = 310,000). High affinity choline transporter 1 (Homo sapiens), Q9GZV3. AID 488975, 2010. CHT-expressing cells, membrane potential dye, choline response; active compounds read low;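 active = B-score over 3 SD under the library average, and starting fluorescence ratio not unusually high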;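 also: choline stimulus applied at its EC90 after an EC20 pre-addition; B-score computed on integrated fluorescence ratio after choline addition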
# Target sequence (Q9GZV3 whole entry, looked up): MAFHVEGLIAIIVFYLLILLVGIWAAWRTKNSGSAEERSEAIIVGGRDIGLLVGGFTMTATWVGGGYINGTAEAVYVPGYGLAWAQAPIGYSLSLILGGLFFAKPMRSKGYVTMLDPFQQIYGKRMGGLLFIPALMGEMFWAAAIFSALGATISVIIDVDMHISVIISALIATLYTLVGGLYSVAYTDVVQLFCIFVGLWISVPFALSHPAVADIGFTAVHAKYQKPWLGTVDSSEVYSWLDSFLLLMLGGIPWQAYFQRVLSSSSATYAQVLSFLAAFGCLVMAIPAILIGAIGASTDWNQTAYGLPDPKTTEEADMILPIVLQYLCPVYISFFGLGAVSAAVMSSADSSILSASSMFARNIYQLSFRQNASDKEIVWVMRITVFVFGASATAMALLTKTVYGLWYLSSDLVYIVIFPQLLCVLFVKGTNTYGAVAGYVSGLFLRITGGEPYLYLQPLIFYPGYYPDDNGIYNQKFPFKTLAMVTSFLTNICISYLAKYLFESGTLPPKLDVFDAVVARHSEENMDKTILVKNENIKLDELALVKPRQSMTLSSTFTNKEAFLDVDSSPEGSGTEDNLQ
# Kir21 inh: inhibitors of mouse Kir2.1 inward-rectifier potassium channel | Inward rectifier potassium channel 2 (Mus musculus), P35561 | HEK293-Kir2.1, FluxOR thallium flux fluorescence; active compounds read low | B-score at 10 µM | actives 0.85% (n = 310,000);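 active = fluorescence ratio B-score at or below minus 3 SD of library scores, with starting-brightness B-score within 2 SD, cut at about -4.2 in these data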;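 also: channel flux triggered by added potassium and thallium sulfate stimulus; B-score of peak minus minimum fluorescence over baseline after thallium stimulus; more negative B-score means stronger Kir2.1 block with less thallium influx; some compounds called inactive have numbers as strong as hits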
# Target sequence (P35561 whole entry, looked up): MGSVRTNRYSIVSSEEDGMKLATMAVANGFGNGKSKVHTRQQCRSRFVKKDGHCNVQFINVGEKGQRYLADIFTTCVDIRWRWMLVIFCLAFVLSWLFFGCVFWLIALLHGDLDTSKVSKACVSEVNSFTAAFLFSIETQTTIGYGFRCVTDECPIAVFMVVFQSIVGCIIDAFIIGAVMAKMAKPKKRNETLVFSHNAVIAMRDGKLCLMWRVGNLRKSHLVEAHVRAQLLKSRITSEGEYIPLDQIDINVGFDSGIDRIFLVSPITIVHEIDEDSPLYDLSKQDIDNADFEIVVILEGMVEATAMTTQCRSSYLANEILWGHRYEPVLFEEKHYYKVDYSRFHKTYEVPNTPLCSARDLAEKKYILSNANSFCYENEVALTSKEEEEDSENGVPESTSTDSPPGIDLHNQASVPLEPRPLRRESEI
# Starred values were filed as active, the others as inactive; i = inactive; x = not tested or not shown.
# The line under a structure holds: CHT block, Kir21 inh
- COc1cc(CNCCCN2CCOCC2)ccc1OCC(=O)Nc1cccc(C(F)(F)F)c1
→ i, -1.7
- CCCN1CN(Cc2ccccc2)CC2=C1CC(C)(C)CC2=O
→ i, -0.8
- CCOC(=O)C(NC(=O)N(C)C)(Nc1sc(C)c(CC)c1C#N)C(F)(F)F (stereo unspecified)
→ i, 0.02
- O=C(N/N=C/c1cn(-c2cccs2)nc1-c1ccccc1)c1ccccc1Cl
→ i, -0.2
- C/C(=N\NC(=S)NC1CCCCC1)c1cccc(C(F)(F)F)c1
→ i, 1.3
- O=C(COc1cccc2ccccc12)N/N=C/c1ccco1
→ i, 0.74
- CCOC(=O)c1[nH]cnc1C(=O)Nc1ccncc1
→ i, -0.36
- COC(=O)Cc1ccc(NC(=S)N2CCN(C(=O)C3CCCO3)CC2)cc1 (stereo unspecified)
→ i, -3.5
- Cc1ccc(S(=O)(=O)N2CCN(c3cnn(-c4ccccc4)c(=O)c3Cl)CC2)cc1
→ i, -0.04
- Cc1ccc(C)c(NC(=S)NCC(c2ccccc2)N(C)C)c1 (stereo unspecified)
→ i, -0.33
- CCc1cccc(N(C(=O)c2csnn2)C(C(=O)NC2CCCCC2)c2cccnc2)c1 (stereo unspecified)
→ i, 2.7
- O=C(CSc1nncs1)Nc1cc(-c2ccccc2)nn1-c1ccccc1
→ i, 2.8
- O=C(OCc1ccccc1)c1ccccc1
→ i, -1.1
- O=C1OCCC1Sc1nnnn1-c1ccccc1 (stereo unspecified)
→ i, -0.57
- O=C(Nc1cccc(C(F)(F)F)c1)c1cc[n+]([O-])cc1
→ i, -0.66
- COc1ccc(OCC(=O)NCCS(=O)(=O)N2CCN(c3ccc(F)cc3)CC2)cc1
→ i, 0.69
- O=C1CCCc2cc3c(cc21)CC1(C3)Cc2cc3c(cc2C1)C(=O)CCC3
→ i, -0.08
- CCC(C)NC(=O)COC(=O)c1ccccc1OCC(=O)Nc1ccc(Br)cc1 (stereo unspecified)
→ i, 0.6
- O=C(Cn1ncc(Cl)c(Cl)c1=O)N1CCN(S(=O)(=O)c2ccc3ccccc3c2)CC1
→ i, 0.24
- CCCCNC(=S)NC(=O)c1ccc(Cl)cc1Cl
→ i, 0.55
- Cc1oc(-c2cccs2)nc1CS(=O)CC(=O)NC1CCCCCC1 (stereo unspecified)
→ i, 1.2
- Cc1ccc(S(=O)(=O)Nc2cccc(C(=O)NCCCn3ccnc3)c2)cc1F
→ i, -1.1
- CCc1n[nH]c2c1/C(=N/O)CCC2
→ i, -1.7
- O=C(Cc1coc2ccc3ccccc3c12)N1CCN(c2ncccn2)CC1
→ i, -0.42
- CCOn1c(=O)c(-c2cccs2)[n+]([O-])c2ccccc21
→ i, -1.9
- Cc1ccc(Oc2ccccc2)c(NC=O)c1
→ i, 1.8
- COc1ccccc1N1CCN(C(=O)C2C3C=CC4(CN(Cc5ccccc5Cl)C(=O)C24)O3)CC1 (stereo unspecified)
→ i, -1.5
- CC1CCCC(NC(=O)CN(C)S(=O)(=O)c2cnc[nH]2)C1C (stereo unspecified)
→ i, 0.28
- O=C(COC(=O)/C=C/c1nc2ccccc2s1)Nc1ccccc1Oc1ccccc1
→ i, -0.4
- CC1CCN(C(=O)C2CCCN(S(C)(=O)=O)C2)CC1 (stereo unspecified)
→ i, -0.39
- O=C(Cc1cccs1)NC1(C(=O)NC2CCCC2)CCCCC1
→ i, 1.7
- Cc1nn(-c2ccc(Cl)cc2)c(=O)c2c(C)noc12
→ i, -0.08
- Cc1cc(NC(=O)c2ccccc2Cl)no1
→ i, -0.76
- O=C(Cc1sc(-c2ccccc2Cl)nc1-c1ccccc1)Nc1ccc(F)cc1
→ i, 0.92
- CCOC(=O)N1CCN(C(=O)c2ccc(Cn3c(=S)[nH]c4ccc(Br)cc4c3=O)cc2)CC1
→ i, 1.6
- Cc1nc2cc(-c3ccccc3)nn2c(C)c1CCC(=O)NC(C)c1ccc2c(c1)OCCO2 (stereo unspecified)
→ i, -0.69
- CN(CC(=O)Nc1ccc(F)cc1)C(=O)COC(=O)c1cc([N+](=O)[O-])ccc1N1CCOCC1
→ i, -0.05
- CCOC(=O)c1c(C)[nH]c(C(=O)OCC(=O)NC(C)C)c1C
→ i, 0.34
- Cc1ccc(-n2cnc3c(sc4nccc(N(C)C)c43)c2=O)cc1
→ i, 0.46
- O=C(Nc1ccc2c(c1)OCO2)Nc1ccc2c(c1)OCO2
→ i, -1.1
- CN1CCN(/N=C/c2nc(-c3ccccc3)n3ccccc23)CC1
→ i, -1.1
- COc1cc2c(cc1OC)C(c1cccs1)CC(=O)N2 (stereo unspecified)
→ i, -2
- COC(=O)C1=C(CSCc2ccco2)NC(=O)NC1c1cc(C)ccc1C (stereo unspecified)
→ i, -3.7
- Cc1cc(C)n(-c2nc3c(c(=O)[nH]c(=O)n3C)n2CC(O)COc2ccccc2)n1 (stereo unspecified)
→ i, 0.02
- Cc1ccc(S(=O)(=O)N(C)C)cc1NC(=S)NC(C)CCCC(C)C (stereo unspecified)
→ i, 0.34
- O=C(c1cc(-c2ccccc2)nn1-c1ccccc1)N1CCN(S(=O)(=O)c2c(F)cccc2F)CC1
→ i, -0.09
- CSc1nc2[nH]c3c(c2c2nnnn12)CCCC3
→ i, -0.03
- O=C(NNS(=O)(=O)c1ccccc1)C1CCCCC1
→ i, -0.78
- C=C1CCC(OC(C)=O)C2(C)CCC3C(C)C(=O)OC3C12O (stereo unspecified)
→ i, -0.62
- CC(C)c1nc2cc(C(=O)N(C)C3CCOCC3)ccc2o1
→ i, -0.06
- CC1CCCCC1NC(=O)CN1C(=O)CSc2cc(S(=O)(=O)N3CCCCCC3)ccc21 (stereo unspecified)
→ i, -0.46
- COC(=O)c1cc(Cl)c(N)cc1OC
→ i, 0.65
- COc1ccc(-n2c(SC(C)C(=O)Nc3ccc(NC(C)=O)cc3)nc3ccccc3c2=O)cc1OC (stereo unspecified)
→ i, 0.93
- Cc1sc2cc(-c3cccc([N+](=O)[O-])c3)c(-c3cccc([N+](=O)[O-])c3)c[n+]2c1C
→ i, 0.09
- O=C(NCc1ccccn1)c1cc(-c2ccc(Cl)cc2)oc1C(F)(F)F
→ i, -0.8
- COc1cccc(N(C(=O)c2cccs2)c2nc3ccccc3s2)c1
→ i, -1.1
- COC(=O)c1sccc1NC(=O)c1cccs1
→ i, 0.12
- CCN(CC(=O)NCc1ccc(Cl)cc1)C(=O)/C=C/c1ccc(Cl)c([N+](=O)[O-])c1
→ i, 0.33
- COC(=O)Nc1ccc(S(=O)(=O)N2CCCC(C(=O)NC3CCCCC3)C2)cc1 (stereo unspecified)
→ i, 0.01
- CC1CCN(S(=O)(=O)c2ccc([N+](=O)[O-])cc2)CC1
→ i, 1

# Entries of single compounds from above. Order of screens: CHT block, Kir21 inh
# Profile of Cc1cc(NC(=O)c2ccccc2Cl)no1 : i, -0.76
# Profile of CCOC(=O)c1c(C)[nH]c(C(=O)OCC(=O)NC(C)C)c1C : i, 0.34
# Profile of O=C(Cc1cccs1)NC1(C(=O)NC2CCCC2)CCCCC1 : i, 1.7
# Profile of O=C(NNS(=O)(=O)c1ccccc1)C1CCCCC1 : i, -0.78
# Profile of C=C1CCC(OC(C)=O)C2(C)CCC3C(C)C(=O)OC3C12O (stereo unspecified) : i, -0.62

# More results
# The line under a structure holds: CHT block, Kir21 inh
- Cc1ccc2c(CC(=O)NC3CCCc4ccccc43)coc2c1 (stereo unspecified)
→ i, 0.17
- CN(C1CCCCC1)S(=O)(=O)c1ccc(Cl)c(C(=O)O)c1
→ i, 0.02
- CCNS(=O)(=O)c1ccc(CCC(=O)NCc2ccncc2)cc1
→ i, 2.5
- C[C@@H]1CN(C2CCN(Cc3nc(CC4CC4)no3)CC2)C[C@H](C)O1
→ i, 0.03
- COc1cc(NC(=O)CCCSc2nc(-c3ccco3)cc(C(F)(F)F)n2)cc(OC)c1OC
→ i, -2.6
- CCn1c(COc2ccc3c(c2)OCO3)nnc1SCC(=O)O
→ i, 0.01
- C=C1C(=O)O[C@@H]2[C@H]1[C@@H](OC(=O)/C(C)=C/C)C/C(C)=C\C(=O)/C=C(\C)[C@@H]2O
→ i, -1
- O=C(CNC(=O)c1ccc2c(c1)OCCO2)N/N=C/c1cccc(Br)c1
→ i, -0.48
- CC(C)(C)N1CC23C=CC(C[C@@H]2C1=O)O3 (stereo partly specified)
→ i, -1.2
- Fc1ccc(-n2nnc(-c3ncc[nH]3)n2)cc1
→ i, 1.8
- Cc1cc(C)nc(SCC(=O)OC(C)C(=O)Nc2ccccc2)n1 (stereo unspecified)
→ i, -2.2
- CCc1cc(C)cc(OCCNC(=O)c2cncc(Br)c2)c1
→ i, -0.25
- O=C(O)c1ccc(S(=O)(=O)N2CCC(Cc3ccccc3)CC2)cc1
→ i, 0.96
- O=C(Nc1cccnc1)Nc1ccccc1Cl
→ i, 0.1
- CCOC(=O)C1CCCN(C(=O)CNS(=O)(=O)c2ccc(Br)s2)C1 (stereo unspecified)
→ i, -1.5
- O=C(OCCCc1ccncc1)c1ccc(S(=O)(=O)N2CCOCC2)cc1
→ i, -0.1
- O=C(CSc1nnc2c(n1)[nH]c1ccccc12)Nc1ccc(N2CCOCC2)cc1
→ i, -0.15
- O=C(CN1CCN(CCC(=O)Nc2ccccc2F)CC1)Nc1ccc(Cl)cc1
→ i, -0.94
- Cc1ccc2nc(-c3ccc(NC(=O)Cc4cccs4)cc3)[nH]c2c1
→ i, 1.1
- CC1(C)CC(=O)C2=C(C1)Nc1[nH]n(-c3ccccc3)c(=O)c1C2c1ccc2c(c1)OCO2 (stereo unspecified)
→ x, -1
- COc1ccc(C(CNC(=O)c2ccc(Cl)s2)N2CCOCC2)cc1 (stereo unspecified)
→ i, 0.3
- O=C(CN1CCN(CC(=O)Nc2ccc(-c3ccccc3)cc2)CC1)Nc1ccc(F)cc1
→ i, 0.09
- Nc1nc(C2CC2)c(Sc2sc(N)nc2C2CC2)s1
→ i, -8.2*
- CSc1nnc(CNC(=O)C23CC4CC(CC(C4)C2)C3)n1Cc1ccccc1
→ i, -0.8
- O=C(CN(c1ccc(F)cc1)S(=O)(=O)c1ccc2c(c1)OCCO2)Nc1ccc2c(c1)OCO2
→ i, -0.03
- COc1cccc(C(=O)Nc2cccc(-c3ccc(N4CCOCC4)nn3)c2)c1
→ i, 1.5
- COc1ccccc1C(=O)NC(=O)COC(=O)/C(=C/c1ccccc1)NC(C)=O
→ i, -1.9
- O=C(Nc1ccnn1C1CCN(Cc2ccc(CO)o2)CC1)c1ccccc1Cl
→ i, 1.3
- CC(=O)c1ccccc1OCC(O)CN1CCN(c2ccccn2)CC1 (stereo unspecified)
→ i, -0.13
- COc1cc(NS(=O)(=O)c2ccc(F)cc2)c(C(=O)O)cc1OC
→ i, 0.28
- Cc1ccc(C(=O)OCC(=O)c2ccccc2)cc1
→ i, 0.13
- COc1ccccc1NC(=O)C(C)NC(c1ccccc1)c1ccccc1 (stereo unspecified)
→ i, -0.06
- Cc1cccc(NC(=O)CCC2CCN(Cc3nccs3)CC2)c1
→ i, 0.8
- CC(C)(C)C(=O)Nc1ccnn1C1CCN(C(=O)c2ccc(Cl)cc2F)CC1
→ i, 0.36
- CC(=O)c1c(C)n(-c2cccc(Cl)c2)c2ccc(O)cc12
→ i, 0.72
- Cc1cc(C)n(-c2ccc3nnc(C)n3n2)n1
→ i, -0.8
- CCNc1cc(Nc2c(C)n(C)n(-c3ccccc3)c2=O)c([N+](=O)[O-])c2nonc12
→ i, -0.77
- Cc1sc2ncnc(N/N=C/c3ccccc3O)c2c1C
→ i, -1.4
- C=CCN(c1ccccc1)S(=O)(=O)c1cccc(C(=O)NCC2CCCO2)c1 (stereo unspecified)
→ i, -0.46
- Cc1cc(C)cc(NCc2cc(=O)oc3cc(C)c(O)cc23)c1
→ i, -0.17
- CC(=O)Nc1ccc(N(C(=O)c2ccco2)C(C(=O)NC2CCCCC2)c2ccccc2)cc1 (stereo unspecified)
→ i, 0.8
- CC1CCN(c2ccc(-c3cccc(NC(=O)c4ccco4)c3)nn2)CC1
→ i, -0.96
- Cc1cc(C2=NNC(=NCCc3ccccc3)SC2)c(C)n1CC1CCCO1 (stereo unspecified)
→ i, 0.62
- C#CCNC(=O)C1=C[C@@H](c2ccc3c(c2)OCO3)C[C@@H](OCCCCO)O1
→ i, -0.12
- CC1=NN(C(C#N)c2ccccc2C)C(c2ccccc2)C1 (stereo unspecified)
→ i, -0.43
- COc1ccc(CNC(=S)Nc2cccc(F)c2)cc1
→ i, -0.76
- O=C1NC2(Nc3ccccc31)C(=O)Nc1ccc(Br)cc12 (stereo unspecified)
→ i, 0.49
- Cc1ccc(N2C(N)=NC(N)=NC23CCCC3)c(C)c1
→ i, 0.12
- S=c1nc(-c2ccccc2)n(CCCn2ccnc2)c2c1CCCC2
→ i, -1.5
- CC(C)CN(C(=O)Cn1c(=O)cnc2ccccc21)C1CCS(=O)(=O)C1 (stereo unspecified)
→ i, -2.2
- Cc1ccccc1C(=O)NCCNC(=O)c1ccco1
→ i, 0.7
- COc1ccc(N2CCN(S(=O)(=O)c3cccc4cccnc34)CC2)cc1
→ i, 2.9
- O=C(CSc1ncnc2c1oc1ccccc12)Nc1nc2ccccc2s1
→ i, -0.16
- CC(C)c1ccc(N(C)C(=O)Cc2c(C(=O)O)n(C)c3ccccc23)cc1
→ i, 1
- CC1(C)Cc2c(C#N)c(N3CCCC3)nc(-c3ccco3)c2CO1
→ i, 0.39
- CCNC(=O)C(Cc1ccccc1)NC(=O)OCc1ccccc1 (stereo unspecified)
→ i, 1.6

# Two entries from above, with the structure last.
CHT block | Kir21 inh | smiles
i | -0.39 | CC1CCN(C(=O)C2CCCN(S(C)(=O)=O)C2)CC1 (stereo unspecified)
i | 1.7 | O=C(Cc1cccs1)NC1(C(=O)NC2CCCC2)CCCCC1
